M1 antag: antagonists of human M1 muscarinic receptor. P11229. CHO-K1 hM1, Fluo-8 calcium fluorescence, ACh EC80 antagonist. inhibition, % at 3 µM. 360,000 tested, 1.3% active;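 active = percent inhibition above its own plate's cutoff, namely the mean of that plate's compound wells plus 3 SD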;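 note: peak over basal fluorescence ratio during 140 s after agonist addition; 0% = ACh EC80 plus DMSO and 100% = DMSO alone without agonist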
Target sequence (P11229 whole entry, looked up): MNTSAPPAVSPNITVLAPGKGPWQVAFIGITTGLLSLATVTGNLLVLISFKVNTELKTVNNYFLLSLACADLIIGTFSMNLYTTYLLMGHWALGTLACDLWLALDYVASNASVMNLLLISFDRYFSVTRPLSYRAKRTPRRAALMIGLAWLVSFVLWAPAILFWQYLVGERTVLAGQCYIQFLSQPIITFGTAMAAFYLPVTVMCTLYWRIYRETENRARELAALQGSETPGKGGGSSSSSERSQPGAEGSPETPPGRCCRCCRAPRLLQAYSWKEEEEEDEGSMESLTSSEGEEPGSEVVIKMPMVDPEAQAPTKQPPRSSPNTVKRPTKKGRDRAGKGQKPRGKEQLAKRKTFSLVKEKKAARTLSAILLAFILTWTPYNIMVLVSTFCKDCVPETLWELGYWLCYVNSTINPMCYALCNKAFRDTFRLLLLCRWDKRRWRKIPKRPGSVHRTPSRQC
CHO-K1 Ca antag: M1 antagonist counterscreen hit in parental CHO-K1 cells | AID 602250 | inhibition, % at 3 µM | ATP-induced calcium, Fluo-8 fluorescence | 360,000 tested, 0.6% active;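 active = inhibition above a per-plate cutoff, the plate's mean sample inhibition plus 3 SD, cut at about 24% in these data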;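 note: 0% = DMSO plus EC80 ATP and 100% = DMSO alone without ATP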
OXTR potentiator: potentiates the human oxytocin receptor response; P30559; CHO-OTR cells, Fluo-8 calcium fluorescence, potentiator mode; 0% = oxytocin EC15, 100% = EC100; activation, % at 3 µM; 320,000 tested, 0.061% active; AID 2445;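 active = activation above that plate's cutoff, the mean activation of tested compounds plus 3 SD, cut at about 6.6% in these data, passing the limit was not always enough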;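 note: 100% uses oxytocin at 75 nM as the full agonist control; some results filed as inactive read as strong as hits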
Target sequence (P30559 whole entry, looked up): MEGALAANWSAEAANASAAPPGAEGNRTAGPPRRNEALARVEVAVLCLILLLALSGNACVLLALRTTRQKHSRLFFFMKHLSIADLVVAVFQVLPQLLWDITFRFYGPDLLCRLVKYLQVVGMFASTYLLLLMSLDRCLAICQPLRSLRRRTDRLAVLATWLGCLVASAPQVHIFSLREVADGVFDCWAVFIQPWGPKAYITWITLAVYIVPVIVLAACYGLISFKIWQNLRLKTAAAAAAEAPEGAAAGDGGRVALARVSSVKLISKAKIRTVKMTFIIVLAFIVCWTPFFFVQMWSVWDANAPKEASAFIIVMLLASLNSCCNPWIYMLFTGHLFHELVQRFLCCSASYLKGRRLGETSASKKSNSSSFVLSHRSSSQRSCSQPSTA
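System: human OTR in CHO cells / Also added: sub-maximal oxytocin, roughly EC15 / Control set: EC15 oxytocin low, 75 nM oxytocin high / Schedule: 6 min compound pre-incubation at room temperature, 100 s kinetic read / Compound: single-point 3.0 µM / Replication: singlicate / Technique: Fluo-8 calcium dye fluorescence / Read-out basis: % activation of max/min ratio relative to oxytocin controls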
TAAR1 antag: antagonists of human TAAR1; CHO RD-HGA16 TAAR1, Fluo-8 calcium fluorescence, antagonist; 360,000 tested, 1.5% active; AID 624466; Q96RJ0; inhibition, % at 3 µM;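 active = inhibition above a per-plate cutoff, the mean inhibition of test compounds on that plate plus 3 SD, cut at about 49% in these data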;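 note: 0% = DMSO plus EC80 beta-PEA response and 100% = DMSO alone without agonist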
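System: CHO RD-HGA16 cells bearing hTAAR1. Reagent: EC80 β-phenethylamine stimulus. Schedule: seeding 17-24 h prior, 75-min 37 °C, 30-min RT dye loading. Signal: Fluo-8 intracellular calcium dye fluorescence, real-time kinetic reads. Read-out: % inhibition from peak post-agonist over basal fluorescence ratio. Benchmarks: vehicle wells and EC80 agonist wells. Replicates: n of 1.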
M1 PAM parental: nonselective activator or artifact in parental CHO-K1 calcium assay; ATP EC20, Fluo-8 calcium fluorescence; 0% at ATP EC20, 100% at ATP max; activation, % at 3 µM; 360,000 tested, 0.02% active;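 active = activation above the run cutoff, the mean activation of all test compounds plus 3 SD, cut at about 40% in these data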;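 note: peak over basal fluorescence ratio in a 140 s read after ATP addition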
CHO-K1 Ca ag: counter-screen for M1 agonists: effect in parental CHO-K1 cells. Fluo-8 calcium fluorescence; scaled to maximal ATP response, vehicle zero. AID 602248. activation, % at 3 µM. 360,000 tested, 0.48% active; in the data active = activation above about 15%;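 note: untransfected CHO-K1 host cells lacking M1 receptor as counterscreen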
CHO parental Ca: counter-screen: ATP calcium response change in parental CHO cells | parental CHO-K1, ATP-induced calcium, Fluo-8 fluorescence | inhibition, % at 5.6 µM | 330,000 tested, 0.63% active | AID 463079;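 active = inhibition above that plate's mean sample inhibition plus 3 SD, cut at about 26% in these data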;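 note: 0% = ATP-challenged DMSO wells and 100% = DMSO wells without ATP; some compounds past the cut are filed as inactive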
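test system = CHO parental line | reagent = ATP stimulus | measured by = intracellular calcium via Fluo-8 no-wash fluorescent dye | control set = ATP and no-ATP DMSO wells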
TAAR1 ag: human TAAR1 agonism. CHO RD-HGA16 TAAR1, Fluo-8 calcium fluorescence; vehicle wells 0%, saturating PEA agonist 100%. 360,000 tested, 0.99% active. activation, % at 3 µM. AID 624467;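 active = activation above the mean activation of all test compounds in the run plus 3 SD, cut at about 38% in these data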
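Repeats: no replicates (n 1) | Material: CHO-derived RD-HGA16 cells with stable Gα16 and human TAAR1 | Technique: Kinetic Fluo-8 calcium fluorescence | Schedule: 17-24 h seeding, 75 min 37 °C dye, 30 min RT | Evaluation: % activation from peak over basal fluorescence ratio, DMSO-to-PEA scaled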
CHRM1 agonist: human M1 muscarinic receptor agonism; P11229; CHO-K1 hM1, Fluo-8 calcium fluorescence, agonist mode; 0% DMSO, 100% acetylcholine EC100; activation, % at 3 µM; 360,000 tested, 0.33% active;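 active = activation above the run's mean compound activation plus 3 SD, cut at about 16% in these data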;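 note: peak over basal fluorescence ratio within a 140 s kinetic read after compound addition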
An asterisk follows results filed as active.

How did CC1(C)Cc2c(cnn2-c2ccc(F)cc2)C(NC(=O)C2CCC2)C1 (configuration not stated) do in these assays?
M1 antag: -16; CHO-K1 Ca antag: -6; OXTR potentiator: -8; TAAR1 antag: -32; M1 PAM parental: 8; CHO-K1 Ca ag: 0.7; CHO parental Ca: -15; TAAR1 ag: 2; CHRM1 agonist: -3

How did CSc1nc2[nH]c3c(c2c2nnnn12)CCCC3 do in these assays?
M1 antag: 6; CHO-K1 Ca antag: 1; OXTR potentiator: -15; TAAR1 antag: 8; M1 PAM parental: 19; CHO-K1 Ca ag: 4.0; CHO parental Ca: -6; TAAR1 ag: 10; CHRM1 agonist: -3

How did CCCCSc1nc2sc3c(c2c(=O)[nH]1)CCC3 do in these assays?
M1 antag: -4; CHO-K1 Ca antag: -26; OXTR potentiator: -4; TAAR1 antag: 7; M1 PAM parental: -1; CHO-K1 Ca ag: 0.0; CHO parental Ca: 4; TAAR1 ag: 2; CHRM1 agonist: 2

What do the screens show for `O=C(O)C1CCCCC1C(=O)Nc1ccc(-c2ccccc2)cc1` (configuration not stated)?
M1 antag: -10; CHO-K1 Ca antag: 1; OXTR potentiator: 4; TAAR1 antag: 3; M1 PAM parental: 0; CHO-K1 Ca ag: 0.0; CHO parental Ca: 0; TAAR1 ag: 5; CHRM1 agonist: -4

How did COc1cc(/C=C2\SC(c3ccc(C)cc3)=NC2=O)cc(OC)c1O do in these assays?
M1 antag: -17; CHO-K1 Ca antag: -19; OXTR potentiator: -5; TAAR1 antag: -11; M1 PAM parental: 16; CHO-K1 Ca ag: 1.5; CHO parental Ca: -14; TAAR1 ag: 15; CHRM1 agonist: -5

What do the screens show for `C[C@H](CO)N1C[C@H](C)[C@@H](CN(C)C(=O)NC2CCCCC2)Oc2ccc(NS(C)(=O)=O)cc2C1=O`?
M1 antag: -1; CHO-K1 Ca antag: -2; OXTR potentiator: -5; TAAR1 antag: 9; M1 PAM parental: 9; CHO-K1 Ca ag: 0.6; CHO parental Ca: -1; TAAR1 ag: 13; CHRM1 agonist: -4

Results for O=C(COC(=O)c1cccs1)Nc1ccccc1C(F)(F)F ?
M1 antag: -11; CHO-K1 Ca antag: -9; OXTR potentiator: -7; TAAR1 antag: 2; M1 PAM parental: 23; CHO-K1 Ca ag: 1.1; CHO parental Ca: -2; TAAR1 ag: 0; CHRM1 agonist: -4

Results for CCN(CC)c1nc(Oc2ccc(C(=O)OC)cc2)nc(N2CCOCC2)n1 ?
M1 antag: -3; CHO-K1 Ca antag: -1; OXTR potentiator: -5; TAAR1 antag: -13; M1 PAM parental: 7; CHO-K1 Ca ag: -0.2; CHO parental Ca: -19; TAAR1 ag: -3; CHRM1 agonist: -7

Results for CCN(c1ccccc1)S(=O)(=O)c1cc(CN2C(=O)c3cccnc3C2=O)ccc1OC ?
M1 antag: 0; CHO-K1 Ca antag: -16; OXTR potentiator: -5; TAAR1 antag: -22; M1 PAM parental: -2; CHO-K1 Ca ag: 2.5; CHO parental Ca: -25; TAAR1 ag: 3; CHRM1 agonist: -9

What do the screens show for `CCCOC(=O)Nc1sc2c(c1C(=O)OCC)CCC2`?
M1 antag: -13; CHO-K1 Ca antag: -19; OXTR potentiator: -1; TAAR1 antag: -9; M1 PAM parental: 12; CHO-K1 Ca ag: 0.3; CHO parental Ca: -14; TAAR1 ag: 6; CHRM1 agonist: 0

Results for COC(=O)c1ccc(Cl)c(NC(C)=O)c1 ?
M1 antag: -2; CHO-K1 Ca antag: -5; OXTR potentiator: 0; TAAR1 antag: 1; M1 PAM parental: 15; CHO-K1 Ca ag: 2.6; CHO parental Ca: 2; TAAR1 ag: 8; CHRM1 agonist: -4

How did CCSC(=Nc1ccccc1)Nc1ccccc1 do in these assays?
M1 antag: 3; CHO-K1 Ca antag: -14; OXTR potentiator: -2; TAAR1 antag: 11; M1 PAM parental: 6; CHO-K1 Ca ag: -0.2; CHO parental Ca: -14; TAAR1 ag: 14; CHRM1 agonist: -12

Results for CCOCCc1nnc(NC(=O)Cc2ccccc2)s1 ?
M1 antag: -28; CHO-K1 Ca antag: -6; OXTR potentiator: -6; TAAR1 antag: -11; M1 PAM parental: 1; CHO-K1 Ca ag: 0.1; CHO parental Ca: -13; TAAR1 ag: 6; CHRM1 agonist: 4

What do the screens show for `O=C(COC(=O)CNC(=O)c1ccc(Cl)cc1)NC1CCCCCC1`?
M1 antag: 0; CHO-K1 Ca antag: -9; OXTR potentiator: -2; TAAR1 antag: -5; M1 PAM parental: 7; CHO-K1 Ca ag: -0.1; CHO parental Ca: -13; TAAR1 ag: 15; CHRM1 agonist: -2

Results for COCCCN(C(=O)CCOc1ccc(C(C)(C)C)cc1)c1c(N)n(Cc2ccccc2)c(=O)[nH]c1=O ?
M1 antag: -24; CHO-K1 Ca antag: -8; OXTR potentiator: -2; TAAR1 antag: -41; M1 PAM parental: 17; CHO-K1 Ca ag: 0.7; CHO parental Ca: -23; TAAR1 ag: 0; CHRM1 agonist: -2

How did Brc1cccc2sc(N3CCCC3)nc12 do in these assays?
M1 antag: -8; CHO-K1 Ca antag: -11; OXTR potentiator: -3; TAAR1 antag: -33; M1 PAM parental: 7; CHO-K1 Ca ag: 0.6; CHO parental Ca: -7; TAAR1 ag: 0; CHRM1 agonist: -1

How did C=CCc1cccc(/C=N/NC(=O)COc2ccc(-n3cnnn3)cc2)c1O do in these assays?
M1 antag: 3; CHO-K1 Ca antag: -12; OXTR potentiator: -8; TAAR1 antag: 14; M1 PAM parental: -9; CHO-K1 Ca ag: 1.1; CHO parental Ca: 0; TAAR1 ag: 1; CHRM1 agonist: -4

Results for CN1C(C)(C)CC(NC(=O)c2ccco2)CC1(C)C ?
M1 antag: 23; CHO-K1 Ca antag: 8; OXTR potentiator: -6; TAAR1 antag: -8; M1 PAM parental: -13; CHO-K1 Ca ag: 0.7; CHO parental Ca: -3; TAAR1 ag: 1; CHRM1 agonist: -6

What do the screens show for `C=CCNC(=S)N1CCN(c2ncc3c(=O)c(C(=O)O)cn(CC)c3n2)CC1`?
M1 antag: -4; CHO-K1 Ca antag: -4; OXTR potentiator: -4; TAAR1 antag: 19; M1 PAM parental: 12; CHO-K1 Ca ag: -0.1; CHO parental Ca: -11; TAAR1 ag: 4; CHRM1 agonist: -6

What do the screens show for `CC(C)=CCN1CCN(C/C(Cl)=C/c2ccccc2)CC1CCO` (configuration not stated)?
M1 antag: 0; CHO-K1 Ca antag: -10; OXTR potentiator: -16; TAAR1 antag: -15; M1 PAM parental: 17; CHO-K1 Ca ag: 2.5; CHO parental Ca: -12; TAAR1 ag: 3; CHRM1 agonist: -6

3 entries from above, arranged by count of non-hydrogen atoms, rising:
Results for COC(=O)c1ccc(Cl)c(NC(C)=O)c1 ?
M1 antag: -2; CHO-K1 Ca antag: -5; OXTR potentiator: 0; TAAR1 antag: 1; M1 PAM parental: 15; CHO-K1 Ca ag: 2.6; CHO parental Ca: 2; TAAR1 ag: 8; CHRM1 agonist: -4

How did CCSC(=Nc1ccccc1)Nc1ccccc1 do in these assays?
M1 antag: 3; CHO-K1 Ca antag: -14; OXTR potentiator: -2; TAAR1 antag: 11; M1 PAM parental: 6; CHO-K1 Ca ag: -0.2; CHO parental Ca: -14; TAAR1 ag: 14; CHRM1 agonist: -12

Results for CCN(c1ccccc1)S(=O)(=O)c1cc(CN2C(=O)c3cccnc3C2=O)ccc1OC ?
M1 antag: 0; CHO-K1 Ca antag: -16; OXTR potentiator: -5; TAAR1 antag: -22; M1 PAM parental: -2; CHO-K1 Ca ag: 2.5; CHO parental Ca: -25; TAAR1 ag: 3; CHRM1 agonist: -9

Continued.
Results for CCCCOc1ccc(C(=O)OC2CC(C)N(C)CC2C)cc1 (configuration not stated) ?
M1 antag: 44*; CHO-K1 Ca antag: -16; OXTR potentiator: -1; TAAR1 antag: -11; M1 PAM parental: 15; CHO-K1 Ca ag: 0.4; CHO parental Ca: -3; TAAR1 ag: 16; CHRM1 agonist: -6

How did O=C(COC(=O)Cc1cccs1)Nc1ccccc1Cl do in these assays?
M1 antag: -5; CHO-K1 Ca antag: -8; OXTR potentiator: -13; TAAR1 antag: -21; M1 PAM parental: 15; CHO-K1 Ca ag: 0.9; CHO parental Ca: -1; TAAR1 ag: 2; CHRM1 agonist: -4

How did Cc1ccccc1NC(=O)CCN1CCc2ccccc2C1 do in these assays?
M1 antag: -8; CHO-K1 Ca antag: -14; OXTR potentiator: -4; TAAR1 antag: 104*; M1 PAM parental: 20; CHO-K1 Ca ag: 0.8; CHO parental Ca: -24; TAAR1 ag: 3; CHRM1 agonist: -3

How did CN(C)S(=O)(=O)c1ccc(NC(=O)CCCNC(=O)c2ccc(Cl)cc2)cc1 do in these assays?
M1 antag: 23; CHO-K1 Ca antag: 4; OXTR potentiator: -17; TAAR1 antag: -8; M1 PAM parental: 13; CHO-K1 Ca ag: 8.3; CHO parental Ca: -14; TAAR1 ag: 2; CHRM1 agonist: 0

Results for COc1ccc(N(C(=O)c2cnccn2)C(C(=O)NC2CCCCC2)c2cc(OC)c(OC)c(OC)c2)cc1 (configuration not stated) ?
M1 antag: -4; CHO-K1 Ca antag: -2; OXTR potentiator: -7; TAAR1 antag: -3; M1 PAM parental: -12; CHO-K1 Ca ag: 0.1; CHO parental Ca: -22; TAAR1 ag: -2; CHRM1 agonist: 0

Results for C=CCN1CCN(C(=O)CCc2ccccc2)CC1 ?
M1 antag: -5; CHO-K1 Ca antag: -4; OXTR potentiator: -3; TAAR1 antag: -19; M1 PAM parental: 10; CHO-K1 Ca ag: 0.6; CHO parental Ca: -2; TAAR1 ag: 1; CHRM1 agonist: -7

Results for CC(C)c1ccccc1OCCNC(=O)c1cccnc1 ?
M1 antag: 3; CHO-K1 Ca antag: 5; OXTR potentiator: -8; TAAR1 antag: 7; M1 PAM parental: 1; CHO-K1 Ca ag: 2.0; CHO parental Ca: -2; TAAR1 ag: 10; CHRM1 agonist: 0

What do the screens show for `COc1ccccc1NC(=O)C(CC=C(Cl)Cl)C(C)=O` (configuration not stated)?
M1 antag: -4; CHO-K1 Ca antag: 9; OXTR potentiator: -4; TAAR1 antag: 15; M1 PAM parental: -4; CHO-K1 Ca ag: -0.4; CHO parental Ca: -6; TAAR1 ag: 8; CHRM1 agonist: -4

What do the screens show for `CC(C)(O)c1cc2ccccc2c(=O)o1`?
M1 antag: -7; CHO-K1 Ca antag: -15; OXTR potentiator: -7; TAAR1 antag: 12; M1 PAM parental: -3; CHO-K1 Ca ag: -0.1; CHO parental Ca: 0; TAAR1 ag: 0; CHRM1 agonist: 4
